ABHD4 inh: ABHD4 inhibitors, primary screen, biochemical, fluorescence polarization, mouse | purified mABHD4, FP-Rh probe fluorescence polarization | inhibition, % at 8.92 µM | 0.54% of 370,000 active;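 active = inhibition exceeding the mean over every tested compound plus 3 SD, cut at about 30% in these data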;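 also: 0% = plate median of compound wells and 100% = S159A mutant with DMSO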
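Doses – 8.92 µM, single dose · Material – wild-type mouse ABHD4 protein · Replication – single well per compound (singlicate) · Measure – percent inhibition of probe binding, normalized to plate controls · Schedule – 45 min compound pre-incubation plus 60 min probe step, 25 °C · Detection – fluorescence polarization with parallel and perpendicular emission, 525/598 nm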
PG9 binder: binders of HIV-1 gp120 antibody PG9, primary screen, biochemical, TR-FRET. HIV-1 gp120 / PG9 antibody interaction. TR-FRET gp120-PG9 antibody binding. inhibition, % at 6.7 µM. 0.43% of 360,000 active. AID 624416, 2012; in the data active = inhibition above about 8.5%
PRMT1 inh: PRMT1 methyltransferase inhibitors, primary screen, biochemical, fluorescence polarization | Protein arginine N-methyltransferase 1 (Homo sapiens), Q99873 | recombinant PRMT1, activity-based probe fluorescence polarization | inhibition, % at 2.79 µM | 1.3% of 370,000 active;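 active = inhibition above about 21% made by adding two undisclosed values, limit read from the data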
LEDGF integ inh: blockers of LEDGF/p75-dependent integrase strand transfer – biochemical, TR-FRET, high throughput, primary screen. HIV-1 integrase (with human LEDGF/p75). TR-FRET IN-LEDGF/p75 DNA integration, Eu/Cy5. inhibition, % at 3.7 µM. 0.64% of 370,000 active;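 active = inhibition above the screen-wide mean plus 3 SD, cut at about 13% in these data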;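 also: signal is the Cy5 over europium emission ratio at 671 and 618 nm; 0% = plate median of compound wells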
TDP2 inh: human TDP2 enzyme inhibitors, primary screen, biochemical, epi absorbance, recombinant enzyme; Tyrosyl-DNA phosphodiesterase 2 (Homo sapiens), O95551; T5PNP hydrolysis, p-nitrophenol absorbance 415 nm; inhibition, % at 12.8 µM; 0.34% of 370,000 active; AID 720702, 2013;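 active = inhibition above the mean of all tested compounds plus 3 SD, set per campaign, cut at about 25% in these data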;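 also: 0% = DMSO with enzyme and 100% = buffer with substrate but no TDP2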
Target sequence (O95551 whole entry, looked up): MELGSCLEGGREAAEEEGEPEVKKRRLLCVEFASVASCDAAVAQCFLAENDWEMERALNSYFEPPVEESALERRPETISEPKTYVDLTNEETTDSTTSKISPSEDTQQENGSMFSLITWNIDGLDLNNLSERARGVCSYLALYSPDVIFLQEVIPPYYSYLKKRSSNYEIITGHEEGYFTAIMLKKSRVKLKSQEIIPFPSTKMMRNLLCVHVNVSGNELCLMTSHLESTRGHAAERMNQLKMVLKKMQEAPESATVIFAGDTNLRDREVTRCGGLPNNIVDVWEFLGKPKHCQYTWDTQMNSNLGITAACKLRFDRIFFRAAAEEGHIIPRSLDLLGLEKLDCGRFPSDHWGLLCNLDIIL
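Evaluation: % inhibition relative to enzyme-containing and enzyme-free wells. Material: recombinant human TDP2. Benchmarks: enzyme-free and DMSO wells. Timing: enzyme reaction with compound for 2 h at 37 °C. Compound dosing: 12.8 µM only. Measured by: p-Nitrophenol epi absorbance. Reagent: T5PNP substrate at 5 mM, a TopII-DNA adduct mimic. Replication: single well per compound.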
DDE Tn7 FP inh: inhibitors of Tn7 peptide binding to fibrin DD(E), primary screen, biochemical, fluorescence polarization, human fibrin, Tn7 probe; FP displacement of FITC-Tn7 peptide from fibrin DD(E); 0% = median of compound wells per plate; AID 720508, 2013; inhibition, % at 8.3 µM; 0.13% of 370,000 active; Fibrinogen beta chain (Homo sapiens), P02675;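 active = inhibition above the mean of compounds falling within the control limits plus 3 SD of them, cut at about 14% in these data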;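 also: 0% = plate median of compound wells and 100% = 10 µM Aha-Tn7 peptide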
Target sequence (P02675 whole entry, looked up): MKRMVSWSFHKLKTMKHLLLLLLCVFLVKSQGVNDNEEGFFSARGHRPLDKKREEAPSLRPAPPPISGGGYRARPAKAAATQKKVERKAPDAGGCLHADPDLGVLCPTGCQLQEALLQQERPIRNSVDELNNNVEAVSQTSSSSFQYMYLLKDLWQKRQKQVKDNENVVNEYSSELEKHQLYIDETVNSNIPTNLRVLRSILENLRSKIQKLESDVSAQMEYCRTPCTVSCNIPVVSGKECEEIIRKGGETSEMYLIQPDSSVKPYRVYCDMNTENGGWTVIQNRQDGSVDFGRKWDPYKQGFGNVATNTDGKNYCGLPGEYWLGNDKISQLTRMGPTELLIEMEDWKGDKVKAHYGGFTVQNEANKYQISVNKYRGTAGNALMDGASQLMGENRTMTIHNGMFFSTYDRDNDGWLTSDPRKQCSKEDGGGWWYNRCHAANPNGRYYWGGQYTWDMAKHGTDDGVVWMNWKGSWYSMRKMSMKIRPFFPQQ
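Assay system: Human clot-derived fibrin DD(E) complex | Buffer or medium: Tris/NaCl/CaCl2 buffer, pH 7.8 | Repeats: One replicate per compound | Benchmarks: Aha-Tn7 high control | Measure: % inhibition scaled between sample-field median and high-control FP | Schedule: 10 min plus 3 h, room temperature | Signal: Fluorescence polarization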
SIAE inh: human SIAE inhibitors, primary screen, biochemical, fluorescence polarization, FP-Rh probe, 1536-well HTS; SIAE FP-Rh probe binding; 0.69% of 370,000 active; Sialate O-acetylesterase (Homo sapiens), Q9HAT2; AID 1053197, 2014; inhibition, % at 9.66 µM;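 active = inhibition above a cutoff: mean of compounds within the control limits plus 3 SD of those, cut at about 17% in these data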;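 also: 0% = plate median of compound wells and 100% = probe without SIAE protein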
UHRF1 MBD2 ctr: UHRF1 methylated DNA binding inhibitors, primary screen, counter-screen for MBD2 inhibitor project, biochemical, TR-FRET, human UHRF1, single concentration; 0.75% of 370,000 active; UHRF1 binding to methylated oligo; E3 ubiquitin-protein ligase UHRF1 (Homo sapiens), Q96T88; inhibition, % at 4.4 µM; in the data active = inhibition above about 21%;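 also: UHRF1 SRA domain binding a hemimethylated CpG hairpin DNA probe; 0% = median of test compound wells and 100% = reference inhibitor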
HTRA1 inh: HTRA1 serine protease inhibitors, primary screen, biochemical, fluorescence polarization, HTS; recombinant HTRA1, FP-rhodamine activity-based probe; inhibition, % at 5.96 µM; 0.5% of 340,000 active; AID 504803, 2011; in the data active = inhibition above about 36%;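 also: 0% = enzyme with DMSO and 100% = wells lacking enzyme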
TCR-CD3 inh: inhibitors of human TCR-CD3 interaction, primary screen, biochemical, fluorescence, TAMRA-labeled TCR probe; inhibition, % at 9.4 µM; 0.37% of 360,000 active; in the data active = inhibition above about 19%;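 also: recombinant mutant TCR 2C K166C tagged with TAMRA read by polarization; 0% = receptor in buffer alone and 100% = receptor with positive control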
The depositor's hits bear a star; . = no result given.

SMILES	ABHD4 inh	PG9 binder	PRMT1 inh	LEDGF integ inh	TDP2 inh	DDE Tn7 FP inh	SIAE inh	UHRF1 MBD2 ctr	HTRA1 inh	TCR-CD3 inh
CCCC(=O)Nc1cccc(-c2nc3cc(C)c(C)cc3o2)c1	-7	1.6	-2	3	5	5	1	-4	-3	9
Cc1ccc(C(=O)CCC(=O)OCC(=O)Nc2c(C)nn(-c3ccccc3)c2C)cc1	2	1.6	4	-1	5	-3	-8	1	6	1
CCCCNC(=O)C[C@@H]1C[C@@]2(C(=O)OCC)CCC=C2N(Cc2ccc(Cl)cc2Cl)C1=O	-14	1.2	4	-6	-5	0	0	0	.	-3
CCc1nc2ccccc2c2nc3ccccc3n12	-10	0.1	-2	-3	-9	-12	0	10	-13	2
CC(=O)Nc1cccc(-c2nn[nH]n2)c1	0	0.4	1	5	4	-2	4	2	1	8
O=C(Nc1ccc(F)cc1F)NC1CCCc2ccccc21 (stereo not given)	1	-1.0	-10	-1	-4	1	-4	0	-8	3
COC(=O)c1cc(OC)c(OC)cc1NC(=S)N1CCC(C(N)=O)CC1	2	0.7	-2	9	-3	5	1	-2	2	-5
CCC(C(=O)NCCCc1ccccc1)c1ccccc1 (stereo not given)	-6	-1.6	-6	0	6	-5	-5	19	-4	-2
CC(=O)C1=C(O)C(=O)N(c2cccnc2)C1c1ccc([N+](=O)[O-])cc1 (stereo not given)	0	1.2	1	-4	-3	-3	-2	2	.	-11
Cc1ccc(-n2nnnc2SC(C(=O)c2c[nH]c3ccccc23)c2ccccc2)cc1 (stereo not given)	2	-0.8	-3	-1	-4	-7	-3	3	2	-4
N#Cc1c(-c2cccs2)cc(-c2cccnc2)nc1N	1	1.8	-2	-1	-1	1	-9	-2	-2	1
c1ccc(N2CCN(Cc3cn4cccnc4n3)CC2)cc1	0	-1.0	4	2	-6	0	3	3	9	1
O=C(CN1C(=O)c2ccc([N+](=O)[O-])cc2C1=O)NC1CCCCCC1	2	0.2	0	-1	10	-2	2	-3	2	0
CCc1ccc(C(C)NC(=O)C2CCCC2)cc1 (stereo not given)	1	-2.0	-2	2	0	6	-2	0	0	0
CCOc1ccc(N2C(=O)CC(NC3CCCCNC3=O)C2=O)cc1 (stereo not given)	-9	2.4	44*	-6	-4	2	-1	2	-1	0
CC(Oc1ccccc1F)c1nnc(SCC(=O)c2c(N)n(C3CC3)c(=O)[nH]c2=O)o1 (stereo not given)	1	-0.1	1	-4	-1	3	-5	4	3	2
O=C(CN1C(=O)CSc2ncccc21)NCCN1CCOCC1	5	-0.7	-2	2	2	-1	-1	-2	-5	-3
COc1cc(N=c2ssnc2Cl)cc(OC)c1OC	-5	4.0	97*	4	-6	0	11	-10	4	-4
COc1cc(NC(=S)Nc2ccc(OC(F)F)cc2)cc(OC)c1	-1	0.7	-4	-1	6	8	8	-2	-6	2
CCOC(=O)CCNC(=O)N1CCCC(N(C)CCc2ccccc2)C1 (stereo not given)	3	0.1	-1	-1	16	-8	-2	-2	4	-5
Cc1c(C(=O)Nc2c(F)cccc2F)sc2ncn(CC(=O)N3CCCCC3)c(=O)c12	-2	-0.9	-3	1	8	7	-1	-3	-1	5
CCOc1ccc(-n2c(SCC(=O)Nc3ccc(S(=O)(=O)Nc4nccs4)cc3)nnc2-c2ccncc2)cc1	-33	.	-3	1	0	2	-24	1	.	.
Oc1ccc(Br)cc1CNc1cccc2cccnc12	21	-2.5	-2	14*	30*	-10	13	-3	45*	-5
COc1ccc(CNC(C)C2COc3ccccc3O2)c(OC)c1 (stereo not given)	10	0.6	-2	3	-4	-2	-3	1	-9	5
O=C(NC(=S)NCc1ccco1)c1cccc(Cl)c1	-9	-1.5	-1	1	5	2	5	0	-26	3
(more compounds)
SMILES	ABHD4 inh	PG9 binder	PRMT1 inh	LEDGF integ inh	TDP2 inh	DDE Tn7 FP inh	SIAE inh	UHRF1 MBD2 ctr	HTRA1 inh	TCR-CD3 inh
CN(C)S(=O)(=O)c1ccc(C(=O)NCc2nnc(SCC(=O)N3CCCC3)o2)cc1	5	-1.6	1	1	-1	-6	-4	-2	0	5
O=C(COC(=O)Cn1[nH]c(=O)c2ccccc2c1=O)NNC(=O)c1ccc(Br)cc1	4	-1.6	0	0	0	1	3	2	12	2
O=C(O)CCCNS(=O)(=O)c1cccc2nsnc12	7	-0.2	-1	-2	-6	-5	0	1	-7	0
C=CCNC(=O)c1c(CSc2ccc(F)cc2)noc1C(=O)NCCC	1	-1.5	-2	0	8	-2	3	0	-15	6
Cc1cccn2c(=O)c3cc(C(=O)NCCc4ccccc4)c(=N)n(CC4CCCO4)c3nc12 (stereo not given)	1	-0.1	-3	1	-11	6	5	-4	1	0
CCn1cc(S(=O)(=O)Nc2ccc(Cl)cc2F)cn1	-1	-0.6	2	2	-1	4	-2	0	1	2
O=C(NCc1ccccc1)C(c1cccc2ccccc12)n1c(=O)c(-c2cc3ccccc3[nH]2)nc2ccccc21 (stereo not given)	-38	1.0	7	0	15	-6	-45	-2	.	4
COc1ccc(CCNC(=O)CCc2nc3sc4c(c3c(=O)[nH]2)CCCC4)cc1	1	6.6	3	-5	6	0	-7	6	-16	-5
COC(=O)C1CN(C(=O)COc2ccc(Cl)cc2C)c2ccccc2O1 (stereo not given)	4	-3.7	1	0	2	6	-2	2	-7	-3
COc1ccc(OC)c(NC(=O)c2cccc(N3C(=O)C4C5C=CC(C6CC56)C4C3=O)c2)c1 (stereo not given)	-3	-3.8	-4	4	3	-6	-7	11	0	-5
COc1cc(CNCc2ccncc2)cc(OC)c1OC	-6	-1.0	-1	3	-10	4	7	2	19	3
Cc1ccc(NC(=O)N2CCSc3ccccc32)cc1	5	-1.3	0	-2	1	-3	2	-1	-10	1
Cn1cc(CNCC2CCCO2)c(-c2ccc(Oc3ccccc3)cc2)n1 (stereo not given)	-6	-0.9	-2	2	-5	0	0	2	1	3
Cc1ccc(C)c2[nH]c(=O)c(CCNC(=O)c3cccs3)cc12	0	1.5	3	2	4	-2	-1	0	-12	-5
CCCn1c(Nc2cccc(OC)c2)nc2ccccc21	-6	-0.5	-2	0	17	-2	0	-3	-6	5
CC(C)(C)c1cc(-c2ccco2)c(C#N)c(SCC#N)n1	-3	1.9	0	1	1	2	-3	0	-8	-1
Cc1ccnc(NC(=O)c2cc3ccccc3o2)c1	-5	-1.7	1	-3	22	2	-1	-1	-11	7
O=S(=O)(c1ccccc1)c1ccc(C(F)(F)F)cn1	3	-2.1	1	0	3	0	-5	-2	-2	-3
O=C1CCCCN1CCC(=O)N1CCCC(N2CCN(c3cccc(Cl)c3)CC2)C1 (stereo not given)	3	-1.4	-1	4	8	-8	5	-2	0	10
COc1cc(/C=N/NC(=O)c2ccccc2NS(=O)(=O)c2cccs2)ccc1O	11	-1.3	0	6	2	-13	9	-2	4	3
CN(C(=O)COC(=O)c1ccc(Cl)nc1)c1c(N)n(Cc2ccccc2)c(=O)[nH]c1=O	3	-0.1	-1	-3	2	-1	6	3	-5	1
CCOC(=O)c1sc(C)c2c(=O)n(CC)nnc12	1	2.7	-2	4	7	2	2	10	-3	-5
Cc1ccc(CNC(=O)CSc2ncccn2)cc1	9	1.0	2	2	7	1	-1	0	0	-2
CCC(CC)NC(=O)c1cc(OC)c(OC)cc1[N+](=O)[O-]	-1	0.2	4	-1	-2	2	-2	1	-3	-4
COc1cccc(C(NC(C)=O)c2nc(-c3ccncc3)cs2)c1 (stereo not given)	2	0.2	-5	-3	-3	0	5	0	.	8

Reprinted from the part before: six entries, followed by the next part.
SMILES	ABHD4 inh	PG9 binder	PRMT1 inh	LEDGF integ inh	TDP2 inh	DDE Tn7 FP inh	SIAE inh	UHRF1 MBD2 ctr	HTRA1 inh	TCR-CD3 inh
COc1cc(/C=N/NC(=O)c2ccccc2NS(=O)(=O)c2cccs2)ccc1O	11	-1.3	0	6	2	-13	9	-2	4	3
CN(C(=O)COC(=O)c1ccc(Cl)nc1)c1c(N)n(Cc2ccccc2)c(=O)[nH]c1=O	3	-0.1	-1	-3	2	-1	6	3	-5	1
CCOC(=O)c1sc(C)c2c(=O)n(CC)nnc12	1	2.7	-2	4	7	2	2	10	-3	-5
Cc1ccc(CNC(=O)CSc2ncccn2)cc1	9	1.0	2	2	7	1	-1	0	0	-2
CCC(CC)NC(=O)c1cc(OC)c(OC)cc1[N+](=O)[O-]	-1	0.2	4	-1	-2	2	-2	1	-3	-4
COc1cccc(C(NC(C)=O)c2nc(-c3ccncc3)cs2)c1 (stereo not given)	2	0.2	-5	-3	-3	0	5	0	.	8
CN(C)c1ccc(-c2ccnc3c2CC(C)(C(=O)NCc2ccccc2)O3)cc1 (stereo not given)	-1	-1.2	0	1	-6	-2	0	1	.	0
Cc1noc2ncnc(Oc3ccc4ccccc4c3)c12	0	-1.4	-1	-1	-7	8	1	-1	-8	6
Cc1cccc(Nc2cc(=O)n(C)c(=O)[nH]2)c1	3	-1.2	1	4	1	-6	6	1	3	4
O=C(CN1C(=O)COc2ccccc21)NCc1ccc(C(=O)O)cc1	-6	-0.9	-1	7	2	3	9	2	-2	0
Cc1ccc2nc(-c3ccccn3)[nH]c2c1	7	-1.9	1	0	8	-6	1	0	42*	-6
C#CCOc1ccc(Cl)cc1/C=C1/C(=O)ON=C1C	4	0.1	0	3	24	7	2	-3	3	3
Cc1nc(SCc2nc3cc(Cl)c(F)cc3[nH]2)c2oc3ccccc3c2n1	-7	-17	2	1	8	-1	-100	1	-14	5
Cc1cc(=O)oc2cc(NC(=O)c3cc(F)ccc3F)ccc12	0	-1.2	-4	-5	3	1	4	2	0	6
COc1ccc(NS(=O)(=O)c2c(F)cc(F)c(Cl)c2F)cc1S(=O)(=O)N1CCCCC1	4	0.5	1	-5	-6	3	2	4	-4	-7
Cc1nn(Cc2ccccc2)c(=O)n1N(C)c1ncc(C(F)(F)F)cc1Cl	-3	2.0	0	-4	7	3	4	0	-9	1
O=C(CCC1CCCC1)N1CCN(C2CCCC2)CC1	23	1.5	0	2	16	-1	5	1	2	2
